# XBP1 UPR activ: adaptive UPR (XBP1) activation; activation, % at 20 µM; AID 463104; hit rate 0.33% among 330,000; CHO-XBP1 luciferase reporter, IRE1-XBP1 UPR activation, luminescence; percent of tunicamycin response, DMSO as zero;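 active means versus positive control, 20 µM dose yields 30% or more activation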;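 further: 100% = tunicamycin at 10 µg/mL and 0% = DMSO only wells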
#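 Material: IRE1-XBP1 luciferase reporter CHO line / Quantity: one thousand reporter cells per well / Buffer or medium: F12 with 10% serum / Compound: 20 µM single concentration, DMSO 1% / Times: 6 h treatment, 37 °C / Detection: Steady-Glo luciferase glow luminescence, 10 min after reagent addition / Benchmarks: tunicamycin high, DMSO low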
# TIM10 inh: growth inhibitors of TIM10 yeast strain. AID 463195. S. cerevisiae TIM10 strain growth, BacTiter-Glo luminescence, 24 h. inhibition, % at 10 µM. hit rate 1.4% among 330,000;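 active means inhibition of 40% or more at the single tested concentration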;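 further: wild-type TIM10 isogenic control strain grown at permissive 25 °C; 0% = DMSO yeast wells and 100% = minimal medium wells without yeast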
# Mdm2 MdmX PPI: inhibitors of human Mdm2/MdmX interaction. O15151+Q00987. inhibition, % at 8 µM. SaOS-2 split-luciferase Mdm2/MdmX complementation, luminescence. hit rate 3% among 330,000. AID 485346;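 active means inhibition of at least 50% at 8 µM in the primary screen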
# Target sequence (O15151 whole entry, looked up): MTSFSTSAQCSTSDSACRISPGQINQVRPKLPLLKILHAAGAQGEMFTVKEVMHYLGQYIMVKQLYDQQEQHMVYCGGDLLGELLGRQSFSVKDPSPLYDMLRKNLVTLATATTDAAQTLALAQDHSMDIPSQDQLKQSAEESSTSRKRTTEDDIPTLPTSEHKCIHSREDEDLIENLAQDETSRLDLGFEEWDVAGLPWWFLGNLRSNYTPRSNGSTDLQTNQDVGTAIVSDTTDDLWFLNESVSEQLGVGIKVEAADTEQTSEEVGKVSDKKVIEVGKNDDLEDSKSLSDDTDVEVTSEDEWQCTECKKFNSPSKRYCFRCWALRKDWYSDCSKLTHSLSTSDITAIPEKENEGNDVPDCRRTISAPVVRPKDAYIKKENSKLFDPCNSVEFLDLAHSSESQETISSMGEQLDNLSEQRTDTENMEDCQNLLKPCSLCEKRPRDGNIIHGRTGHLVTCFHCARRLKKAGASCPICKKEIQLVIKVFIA
# Target sequence (Q00987 whole entry, looked up): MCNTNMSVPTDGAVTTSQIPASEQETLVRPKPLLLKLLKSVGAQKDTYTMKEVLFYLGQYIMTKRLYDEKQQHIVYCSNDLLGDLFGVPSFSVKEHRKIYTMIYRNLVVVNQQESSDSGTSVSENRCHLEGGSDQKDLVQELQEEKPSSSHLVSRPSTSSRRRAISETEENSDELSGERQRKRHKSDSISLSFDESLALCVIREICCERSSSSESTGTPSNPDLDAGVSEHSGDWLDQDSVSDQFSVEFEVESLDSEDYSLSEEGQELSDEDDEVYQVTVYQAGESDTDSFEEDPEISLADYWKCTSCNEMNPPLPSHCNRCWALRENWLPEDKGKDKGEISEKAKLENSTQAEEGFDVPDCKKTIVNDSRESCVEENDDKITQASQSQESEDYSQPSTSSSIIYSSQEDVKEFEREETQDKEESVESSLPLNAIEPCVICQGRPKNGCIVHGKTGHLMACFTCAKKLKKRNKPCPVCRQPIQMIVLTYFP
# UPR CHOP act: apoptotic UPR (CHOP) activation. CHO-CHOP luciferase reporter, luminescence; percent of tunicamycin response over DMSO baseline. activation, % at 10 µM. hit rate 0.34% among 330,000;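 active means at 10 µM dose, activation of 40% or more, normalized to positive control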;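 further: 100% = tunicamycin at 10 µg/mL and 0% = DMSO alone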
#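 Test system: CHO-CHOP cells, stable luciferase reporter of PERK-eIF2a-CHOP signalling | Quantity: 500 CHO-CHOP cells per well | Buffer or medium: F12 plus 10% serum | Compound dosing: 10 µM single point, 0.5% DMSO | Schedule: 6 h compound treatment, 37 °C | Signal: Luciferase luminescence | Control set: Tunicamycin high control, DMSO low control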
# tim10-1 inh: inhibits growth of tim10-1 mutant yeast | S. cerevisiae tim10-1 ts strain growth, BacTiter-Glo, 24 h | inhibition, % at 20 µM | hit rate 2.2% among 330,000 | AID 463190;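 active means inhibition of at least 40%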;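 further: mutant grown at 25 °C; 0% = DMSO wells with yeast and 100% = wells holding no yeast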
# tim23-1 inh: inhibits growth of tim23-1 mutant yeast; S. cerevisiae tim23-1 growth, BacTiter-Glo luminescence, 24 h; inhibition, % at 20 µM; hit rate 1.3% among 330,000; AID 463212;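 active means growth inhibition of the mutant yeast at or above 50%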;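 further: temperature-sensitive mutant grown at 25 °C; plate controls were DMSO-treated mutant yeast for no effect and medium wells lacking yeast for full effect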
# APJ antag: antagonists of human APJ apelin receptor | CHO-K1 APJ beta-arrestin complementation, luminescence | inhibition, % at 20 µM | hit rate 0.32% among 330,000;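 active means inhibition above about 40% at 20 µM, limit read from the data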;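 further: cells challenged with 10 nM apelin-13 agonist together with compound; plate controls were apelin-13 plus DMSO wells for no effect and DMSO wells lacking apelin-13 for full effect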
# APJ ag: agonists of human APJ apelin receptor | P35414 | CHO-K1 APJ PathHunter beta-arrestin, luminescence; 0% DMSO wells, 100% apelin | activation, % at 20 µM | hit rate 0.11% among 330,000;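 active means activation more than six SD over the plate average, tested at 20 µM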;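 further: 0% = DMSO alone and 100% = apelin-13 at 10 nM; some results filed as inactive read as strong as hits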
#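 Material: CHO-K1 APJ beta-arrestin complementation cell line; Input: cell density 1000 per well; Incubation: compound stimulation 90 min at 25 °C, detection 60 min; Signal: luminescence from split beta-galactosidase complementation, Galacton Star/Emerald II substrate; Controls: DMSO-only wells as negative, 10 nM Apelin-13 as positive control.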
# CXCR6 inh: CXCR6 (human) receptor inhibition; O00574; CHO-K1 PathHunter CXCR6 beta-arrestin, luminescence; inhibition, % at 20 µM; hit rate 0.36% among 360,000; AID 602244; in the data active means inhibition above about 34%, passing the limit was not always enough;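 further: antagonist mode with CXCL16 agonist at 10 nM final; 0% = 10 nM CXCL16 with DMSO and 100% = unstimulated wells without agonist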
# The depositor's hits bear a star; & = joins results of further samples. These rows are one share of the data; the hit share may differ from the screen's.
SMILES,XBP1 UPR activ,TIM10 inh,Mdm2 MdmX PPI,UPR CHOP act,tim10-1 inh,tim23-1 inh,APJ antag,APJ ag,CXCR6 inh
O=C(NCCCn1ccnc1)/C(=C\c1ccc(Br)cc1)NC(=O)c1ccccc1,3,-8,18,-0.6,-5,-3,9,-3,1
COc1ccc(C(C(=O)NC(C)(C)C)N(C(=O)CCC(=O)Nc2cc(C)on2)c2ccc(C)c(C)c2)cc1 (configuration not stated),-2,14,8,0.9,6,17,0,0,3
Cc1ccc(OCCCC(=O)NC(C)c2ccccc2)cc1 (configuration not stated),-3,-2,-1,1.3,4,2,12,-1,-4
O=C(Oc1csc(=S)n1C(=O)c1ccccc1)c1ccccc1,-10,35,-4,0.7,20,11,12,-3,5
CC(C)CC1c2[nH]c3ccccc3c2CCN1C(=O)CCC(=O)N(C)C (configuration not stated),2,1,-37,1.7,-9,3,8,-2,-1
CC1(C(=O)N/N=C/c2ccc([N+](=O)[O-])o2)CC1(Br)Br (configuration not stated),-3,26,22,2.1,24,24,-17,11,-16
COc1ccc(S(=O)(=O)Nc2ccc3cn[nH]c3c2)cc1[N+](=O)[O-],2,4,1,0.1,28,12,-12,3,2
COc1ccc(Nc2nc3ccccc3c(=O)[nH]2)cc1,0,-4,10,0.5,-1,8,13,-4,4
CC(C)(C)OC(=O)C[C@H]1C/C=C\C[C@@H](CC(=O)N[C@H](CO)Cc2ccccc2)C(=O)NC[C@H](c2ccccc2)OC1=O,2,-2,-9,2.9,-3,14,14,-3,-10
Nc1cc(C(=O)OCC(=O)c2ccc(CC(=O)N3CCOCC3)s2)ccc1Cl,-1,-4,10,-1.3,-2,1,14,-2,6
CCOC(=O)C1(CC2CCCCO2)CCN(C(=O)Nc2ccccc2CC)CC1 (configuration not stated),-1,17,22,-0.8,22,18,-7,-3,-1
O=C(Cc1ccc(S(=O)(=O)N2CCOCC2)s1)N(Cc1ccccc1)c1ccccc1,-1,13,5,0.6,26,21,8,-5,3
Cc1ccc(NC(=O)CC2Oc3ccccc3NC2=O)c(C)c1 (configuration not stated),0,-1,17,2.4,9,-6,-1,-2,-6
Cc1ccc(CNC(=O)CCNC(=O)c2ccc(Br)o2)cc1,-1,-15,-2,-1.3,11,-8,18,-4,-9
COc1ccccc1NC(=O)c1ccc(N2CC3CC(C2)c2cccc(=O)n2C3)c(NC(=O)c2ccncc2)c1 (configuration not stated),-5,7,19,1.0,-11,3,-3,3,-9
Cc1cc(C)c(S(=O)(=O)Nc2ccc3c(c2)CCC3)c(C)c1,0,17,39,4.7,5,32,2,-4,4
O=C(CSCc1cccc(Br)c1)N=Nc1c(O)[nH]c2ccccc12,1,34,-5,-1.3,45*,53*,-11,-5,2
CN1CCC2(CC1)C1CN(C)CC=C1C(C#N)=C(N)C2(C#N)C#N (configuration not stated),-2&-2,3&5,13&8,2.5&-1.6,6&26,6&8,2&-5,1&0,-3&-10
O=C(Nc1cccc(Cl)c1)c1ccc(-n2cncn2)c([N+](=O)[O-])c1,0,6,-5,-2.3,-12,9,-2,-3,-8
O=C(NCCCN1CCC(Cc2ccccc2)CC1)c1ccc2nc(N3CCOCC3)sc2c1,-1,-12,47,-1.5,-5,-1,5,-3,5
COc1ccc(NC(=O)CNC(=O)c2nn(-c3ccc(OC)c(OC)c3)c(=O)c3ccccc23)c(OC)c1,-1,-19,4,2.0,-48,-36,-11,-1,0
COc1ccc(-n2nc(C(=O)NCc3ccco3)c3ccccc3c2=O)cc1,3,6,25,-1.0,23,5,-16,-2,-2
CCc1ccc(C(=O)CN2C(=O)NC(C)(c3ccc(C)cc3)C2=O)cc1 (configuration not stated),-6,21,3,-1.3,20,20,-4,-1,3
CC(=O)C1=C(c2ccccc2)NC(=O)NC1c1ccc2c(c1)OCO2 (configuration not stated),-6,-4,34,-0.2,-6,-16,10,-2,1
COc1cccc(C(C)NC(=O)Nc2cc(Cl)ccc2OC)c1 (configuration not stated),-5,-5,23,0.1,2,-16,-7,-2,7

# Entries from the list above containing two or more sulfur atoms (2):
SMILES,XBP1 UPR activ,TIM10 inh,Mdm2 MdmX PPI,UPR CHOP act,tim10-1 inh,tim23-1 inh,APJ antag,APJ ag,CXCR6 inh
O=C(Oc1csc(=S)n1C(=O)c1ccccc1)c1ccccc1,-10,35,-4,0.7,20,11,12,-3,5
O=C(Cc1ccc(S(=O)(=O)N2CCOCC2)s1)N(Cc1ccccc1)c1ccccc1,-1,13,5,0.6,26,21,8,-5,3

# Later entries
SMILES,XBP1 UPR activ,TIM10 inh,Mdm2 MdmX PPI,UPR CHOP act,tim10-1 inh,tim23-1 inh,APJ antag,APJ ag,CXCR6 inh
COc1ccc(Nc2nnc(Cc3ccncc3)c3ccccc23)c(OC)c1,-1,2,5,0.1,19,22,-9,1,-2
COc1ccc(CNC(=O)CNC(=O)c2c(C)nn(C)c2Cl)cc1,-3,-1,35,1.0,6,5,-1,-2,-4
CCCCN(CCCC)c1ncnc2nc[nH]c12,-1,1,42,-0.8,-22,31,5,-3,9
Cc1cccc(C(=O)NCC(=O)OCC(=O)c2cc(C)n(CC3CCCO3)c2C)c1 (configuration not stated),-5,10,28,-2.4,5,18,2,-3,10
Cc1cccc(CCNC(=O)C2CCC(=O)N(Cc3ccccc3F)C2)n1 (configuration not stated),-5,0,13,-1.5,-12,-10,4,-5,-7
Cc1ccc(NC2=C(C(=O)c3ccccc3)N(C)S(=O)(=O)c3ccccc32)cc1,-3,18,20,0.3,22,-3,12,-2,16
CC(=O)c1cc2c(cc1NC(=O)c1ccc(C)cc1)OCCO2,-1,12,-4,5.2,-6,-3,29,0,1
Cc1ccc2cc3cc(C(=O)NCCCN4CCc5ccccc5C4)oc3nc2c1,3,64*,-4,3.2,51*,47,3,5,5
COC(=O)c1ccccc1NC(=O)c1cc(OC)cc(OC)c1,1,0,11,0.6,30,24,-2,-7,6
C=CCc1cc(/C=N/NC(=O)CSc2nnc(CCCc3ccc(OC)cc3)o2)cc(OC)c1O,-5,-13,13,-2.6,9,2,-22,12,-1
Cc1cccc(OCc2nnc(SCC(=O)N3CCCC3)n2C)c1,-2,4,6,-0.2,-3,2,1,-2,4
O=C(O)CCc1ccc(-c2cccs2)n1NC(=O)c1ccc(Cl)cc1,-4,9,-16,3.2,13,12,7,7,3
COc1cccc(O)c1CN1CCC(n2nccc2NC(=O)c2ccc3c(c2)OCO3)CC1,0,3,41,1.1,2,7,4,5,0
CCc1ccc(N(C(=O)Cn2nnc(-c3ccccc3)n2)C(C(=O)NC2CCCCC2)c2ccccn2)cc1 (configuration not stated),-3,17,12,1.1,17,2,-1,-3,24
CCN(CC)P(=O)(/C(Cl)=C\Nc1c(C)n(C)n(-c2ccccc2)c1=O)N(CC)CC,3,2,-5,1.3,1,1,14,-3,9
CCN(c1ccccc1)S(=O)(=O)c1ccc(C(=O)N(C)CCc2ccc(OC)c(OC)c2)cc1,-6,10,23,-0.7,7,25,-2,-3,3
COCC(C)n1c(C)cc(C(=O)COC(=O)c2c(C)nn(-c3ccccc3)c2C)c1C (configuration not stated),2,43*,31,0.5,35,11,12,-3,0
COc1ccc(S(=O)(=O)N(C)CC(=O)Nc2ccc(C(F)(F)F)cc2)cc1Cl,-1,1,-3,-0.9,-4,-2,-2,2,-1
O=C(COC(=O)c1ccc(S(=O)(=O)N2CCOCC2)cc1)NC1CCCC1,-2,-21,8,-0.4,17,1,-8,-2,6
CCN1CCN(C(=O)c2nn(-c3ccc(C)cc3)c(=O)c3c2c2ccccc2n3C)CC1,4,4,-11,2.8,26,19,12,-3,8
CC(=O)Nc1cccc(NC(=O)/C=C/c2ccc(S(=O)(=O)N3CCOCC3)cc2)c1,-1,1,15,0.5,-15,-12,10,0,-1
CN1CCN(CC(=O)Nc2ccccc2[N+](=O)[O-])CC1,-1,-2,16,-1.5,16,2,11,-1,7
CC1CC(C)CN(c2ncc3c(n2)CC(c2ccc(Cl)cc2)CC3=O)C1 (configuration not stated),0,25,18,0.6,31,25,22,-1,15
C/C=C/C=C\C(=O)Nc1cccc(C2=NOC3(C2)C[C@@H](C(N)=O)N(C(=O)c2cc([N+](=O)[O-])cc([N+](=O)[O-])c2C)C3)c1 (some centres not stated),3,8,6,0.1,-4,8,-23,16,-22
Clc1ccc(-c2cc(CN3CCOCC3)no2)cc1,0,1,-89,1.6,1,3,-2,2,-2

# A section taken from the entries so far, as a working copy:
SMILES,XBP1 UPR activ,TIM10 inh,Mdm2 MdmX PPI,UPR CHOP act,tim10-1 inh,tim23-1 inh,APJ antag,APJ ag,CXCR6 inh
C/C=C/C=C\C(=O)Nc1cccc(C2=NOC3(C2)C[C@@H](C(N)=O)N(C(=O)c2cc([N+](=O)[O-])cc([N+](=O)[O-])c2C)C3)c1 (some centres not stated),3,8,6,0.1,-4,8,-23,16,-22
Clc1ccc(-c2cc(CN3CCOCC3)no2)cc1,0,1,-89,1.6,1,3,-2,2,-2

# (more compounds)
SMILES,XBP1 UPR activ,TIM10 inh,Mdm2 MdmX PPI,UPR CHOP act,tim10-1 inh,tim23-1 inh,APJ antag,APJ ag,CXCR6 inh
NC(=O)CSc1nnc(Cc2cccs2)n1C1CCCCC1,-2,5,-14,-0.6,9,13,-4,-1,0
CCC(=O)Nc1ccc(NC(=O)c2ccccn2)cn1,-2,15,-79,-0.1,12,3,-10,4,-7
CCN(CC(=O)Nc1c(F)cccc1F)C(=O)c1nn(C)c(=O)c2ccccc12,0,5,-9,0.9,5,16,-2,-3,1
CCCc1[nH]nc2c1C(C1CC=CCC1)C(C#N)=C(N)O2 (configuration not stated),-3,-9,20,-0.8,17,11,7,2,-3
CCCCC(=O)N(Cc1ccc(F)cc1)C1CCS(=O)(=O)C1 (configuration not stated),-5,-2,-15,-1.1,-3,-6,8,0,-4
O=C(CSc1nc(C(F)(F)F)cc(=O)[nH]1)NCC1CCCO1 (configuration not stated),0,0,16,0.3,-5,10,18,-3,-4
CCC(C(=O)NC1CCCCC1)n1nc(C)c2c(C)n(-c3ccccc3)nc2c1=O (configuration not stated),0,12,22,-0.9,32,30,5,0,6
COc1ccc(NC(=S)NN2CCN(C)CC2)cc1,7,2,-11,-0.1,-4,-2,0,-2,6
COc1ccc(CN(CC2CCC(C(=O)O)CC2)C(=S)Nc2ccc(C)c(Cl)c2)cc1 (configuration not stated),-2,9,-18,-0.6,-6,22,4,-2,-4
CN(C)/C=N/c1c(C#N)nnn1Cc1ccccc1,2,-14,-43,-3.0,-5,-6,3,-1,-1
O=C(Nc1ccc2oc(-c3ccccc3)nc2c1)c1ccco1,3,64*,-170,4.3,39,51*,5,0,-3
CCCCN1CCN=C1Nc1ccccc1,0,-9,13,0.4,-21,3,-10,-3,9
O=C(OCC#CCSc1nc2ccccc2s1)c1ccco1,2,18,3,3.2,19,15,17,-4,6
Cc1nn(C2CCS(=O)(=O)C2)c(Cl)c1/C=C/C(=O)OCC(=O)c1cc(C)n(-c2ccc(F)cc2)c1C (configuration not stated),1,14,35,5.3,23,16,-4,-1,-1
O=C(OCc1ccccc1Cl)C1CC(=O)N(Cc2ccco2)C1 (configuration not stated),0,5,-14,0.5,-4,10,-18,-3,-4
